COUP-TFII inh: inhibitors of human COUP-TFII (NR2F2); P24468; HEK293T NGFI-A luciferase reporter, luminescence; inhibition, % at 8.6 µM; actives 0.7% (n = 370,000);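 active = inhibition above a per-plate cutoff, mean inhibition of test wells between control levels plus 3 SD, cut at about 38% in these data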;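 note: cells cotransfected with COUP-TFII expression vector driving the NGFI-A reporter; 0% = median of COUP-TF2 test wells and 100% = reporter-only cells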
MC4R ag barr: agonists of human melanocortin 4 receptor (MC4R) beta-arrestin; P32245; AID 540308; actives 0.98% (n = 360,000); U2OS MC4R beta-arrestin complementation, luminescence; percent of melanotan II response, DMSO zero; activation, % at 8.9 µM;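 active = activation above a per-plate cutoff, the mean activation of sample wells on that plate plus 3 SD, cut at about 8% in these data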
SRC3 inh: inhibitors of human steroid receptor coactivator 3 (SRC3). HEK293 GAL4-SRC3 luciferase reporter, luminescence. inhibition, % at 3.6 µM. actives 0.17% (n = 360,000). Q9Y6Q9;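 active = inhibition above a per-campaign cutoff, the mean of all compounds plus 3 SD, cut at about 60% in these data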;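 note: 0% = DMSO-treated cells and 100% = gossypol-treated cells at 36 µM; higher means less SRC3-driven luciferase light from the GAL4 reporter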
TLR9-MyD88 inh: inhibitors of human TLR9-MyD88 binding; Q9NR96+Q99836; inhibition, % at 4.98 µM; CHO BLA complementation TLR9-MyD88, CCF4 FRET ratio; actives 0.21% (n = 340,000);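 active = inhibition above the mean over all tested compounds plus 3 SD, cut at about 21% in these data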;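 note: 0% = DMSO only wells and 100% = clavulanate BLA inhibitor control wells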
Target sequence (Q99836 whole entry, looked up): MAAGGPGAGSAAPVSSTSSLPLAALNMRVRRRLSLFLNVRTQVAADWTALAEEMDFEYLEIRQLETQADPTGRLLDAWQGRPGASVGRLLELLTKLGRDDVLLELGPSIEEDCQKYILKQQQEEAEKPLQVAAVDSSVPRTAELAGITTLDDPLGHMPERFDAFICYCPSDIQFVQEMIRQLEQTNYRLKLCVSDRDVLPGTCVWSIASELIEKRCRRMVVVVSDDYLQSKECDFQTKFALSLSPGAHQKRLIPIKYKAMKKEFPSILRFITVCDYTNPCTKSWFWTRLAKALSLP
Target sequence (Q9NR96 whole entry, looked up): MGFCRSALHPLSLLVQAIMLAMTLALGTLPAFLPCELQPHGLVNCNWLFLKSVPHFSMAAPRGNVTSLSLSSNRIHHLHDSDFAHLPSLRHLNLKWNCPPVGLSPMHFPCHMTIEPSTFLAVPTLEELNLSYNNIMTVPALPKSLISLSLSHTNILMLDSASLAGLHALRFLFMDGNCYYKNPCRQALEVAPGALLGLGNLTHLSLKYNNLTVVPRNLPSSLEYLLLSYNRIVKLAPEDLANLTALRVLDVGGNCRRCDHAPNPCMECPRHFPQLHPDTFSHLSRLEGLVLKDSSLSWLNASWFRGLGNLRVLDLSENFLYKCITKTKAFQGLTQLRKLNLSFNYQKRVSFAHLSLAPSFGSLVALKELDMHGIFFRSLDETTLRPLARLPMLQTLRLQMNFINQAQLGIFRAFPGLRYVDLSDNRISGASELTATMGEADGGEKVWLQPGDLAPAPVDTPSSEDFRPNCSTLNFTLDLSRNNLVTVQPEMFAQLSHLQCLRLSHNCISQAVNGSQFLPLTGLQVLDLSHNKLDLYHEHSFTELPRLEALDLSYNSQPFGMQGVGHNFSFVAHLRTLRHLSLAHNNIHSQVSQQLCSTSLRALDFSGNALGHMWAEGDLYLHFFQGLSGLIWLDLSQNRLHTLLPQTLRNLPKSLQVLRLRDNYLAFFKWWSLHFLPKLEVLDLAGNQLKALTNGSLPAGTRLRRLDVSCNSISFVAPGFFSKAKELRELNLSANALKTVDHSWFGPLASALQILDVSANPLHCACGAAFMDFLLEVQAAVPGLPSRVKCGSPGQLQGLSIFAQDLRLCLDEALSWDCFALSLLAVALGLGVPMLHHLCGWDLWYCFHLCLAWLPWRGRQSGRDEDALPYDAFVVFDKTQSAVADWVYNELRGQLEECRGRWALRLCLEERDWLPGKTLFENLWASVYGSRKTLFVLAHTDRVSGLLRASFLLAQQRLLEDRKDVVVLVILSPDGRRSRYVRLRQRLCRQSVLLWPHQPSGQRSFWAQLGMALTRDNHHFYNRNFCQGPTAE
EBV LMP1 NFkB: Epstein-Barr LMP1 NF-kappaB reporter inhibition | inhibition, % at 12.5 µM | actives 0.69% (n = 350,000) | LMP1-induced NF-kappaB luciferase reporter cells, luminescence | AID 504558; in the data active = inhibition above about 41%;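 note: 0% = neutral control wells and 100% = reference inhibitor control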
NCOA2 inhibitor: inhibits human steroid receptor coactivator 2; Q15596; HEK293 GAL4-SRC2 luciferase reporter, luminescence; inhibition, % at 9 µM; actives 0.17% (n = 370,000);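 active = inhibition above the mean inhibition of all tested compounds plus 3 SD, set per campaign, cut at about 52% in these data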;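 note: 0% = DMSO treated cells and 100% = cells given Gossypol at 36 µM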
NOD2 RIPK2 PPI: NOD2-RIPK2 protein interaction inhibition. actives 0.38% (n = 360,000). O43353. inhibition, % at 4.98 µM. AID 624267. CHO BLA complementation NOD2-RIPK2, CCF4 ratio; in the data active = inhibition above about 21%;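 note: 0% = vehicle only and 100% = reference blocker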
ABHD5-PLIN5 inh: inhibitors of human ABHD5-perilipin-5 interaction. Q00G26+Q8WTS1. Split G. princeps luciferase complementation, luminescence, 4 h. inhibition, % at 4 µM. actives 0.78% (n = 360,000). AID 602281;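 active = inhibition above the mean inhibition across every tested compound plus 3 SD, cut at about 22% in these data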;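 note: 0% = DMSO only wells and the 100% control is not disclosed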
NR5A2 inv ag: inverse agonists of human LRH-1 (NR5A2); O00482; HEK293T StAR-luciferase reporter, LRH-1 transfected, 24 h; inhibition, % at 3.6 µM; actives 0.13% (n = 360,000); AID 602396;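 active = inhibition above the mean inhibition of all tested compounds plus 3 SD, cut at about 73% in these data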;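 note: 0% = DMSO wells and 100% = reporter-only cells lacking LRH-1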
SRC1 inh: human NCOA1 inhibition; HEK293 GAL4-SRC1 luciferase reporter, luminescence; Q15788; AID 588354; inhibition, % at 3.6 µM; actives 0.12% (n = 360,000);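 active = inhibition above the campaign mean plus 3 SD, with each screening campaign given its own cutoff, cut at about 60% in these data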;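 note: 0% = DMSO treated cells and 100% = gossypol at 36 µM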
MC4R antagonist: human MC4R antagonism in cAMP assay; P32245; MC4R-expressing cells, MTII-stimulated cAMP, LANCE TR-FRET; inhibition, % at 6.5 µM; actives 0.48% (n = 360,000);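 active = inhibition above its plate's cutoff, the mean of tested wells on that plate plus 3 SD, cut at about 29% in these data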;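 note: 0% = Melanotan II alone and 100% = Melanotan II plus saturating MCL0020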
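material = U2OS cells stably expressing human melanocortin 4 receptor (MC4R) | also added = Melanotan II challenge | dosing = single nominal compound dose of 6.5 µM | detection = TR-FRET with Eu-cAMP and labeled anti-cAMP, 671 nm | replication = singlicate | timing = compound 30 min, challenge 1 h, detection 1 h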
Numbers without * were called inactive; x = no result given.

COUP-TFII inh	MC4R ag barr	SRC3 inh	TLR9-MyD88 inh	EBV LMP1 NFkB	NCOA2 inhibitor	NOD2 RIPK2 PPI	ABHD5-PLIN5 inh	NR5A2 inv ag	SRC1 inh	MC4R antagonist	Structure
-23	1.4	15	5	0	19	-7	1	-18	-3	17	CCOC(=O)C1CCCN(C(=O)c2cc3ccccc3cc2OC)C1 (configuration not stated)
-11	-0.6	-39	6	7	-2	-7	2	-5	-27	1	COc1ccc(NC(=O)CCN2CCN(c3ccccc3F)CC2)c(OC)c1
13	-0.8	-3	-5	1	-4	-1	-5	7	-53	19	Cc1cccc(OCCSc2nc3ccccc3n2CCC(=O)O)c1
-6	-1.9	10	2	-5	9	1	-3	0	-4	2	CCN(CC(=O)NCc1cccs1)C(=O)C(c1ccccc1)c1ccccc1
13	-1.3	2	-5	-2	-1	-7	5	-1	-11	3	COC(=O)c1cc(Br)c(=O)n(Cc2ccc(C(=O)O)cc2)c1
-1	0.1	3	-6	10	-6	1	-10	-24	-7	-4	O=C(OCCc1cc2ccccc2c(=O)o1)c1ccccc1C(F)(F)F
5	-0.9	5	-1	3	5	-4	-2	19	-9	4	CC1=C(C(=O)N(C)C)C(c2ccc(Cl)c(Cl)c2)NC(=O)N1 (configuration not stated)
-34	0.1	-49	-13	-3	-66	6	3	-37	-18	1	O=C(Nc1ccc(NC(=O)C2CC2)nc1)c1cccs1
0	0.6	-10	x	x	1	-17	5	-19	2	3	O=C(NCc1cccnc1)c1cc(C2CCCCN2C(=O)c2ccccc2)on1 (configuration not stated)
9	2.5	-10	-15	1	2	-6	-3	5	5	-1	COc1ccc(-c2[nH]ncc2-c2ccc(Cl)cc2)c(O)c1
2	3.6	-11	-6	5	0	-13	-12	-19	2	18	O=C(Cn1cnc2ccccc2c1=O)Nc1nnc(SCc2ccccc2)s1
-16	-3.7	-37	6	-13	-12	-12	-10	2	-8	-2	Cc1cc(C(=O)CN2C(=O)C(=O)N(Cc3ccccc3)C2=O)c(C)n1Cc1ccc(F)cc1
-2	-3.1	1	-6	2	14	-5	2	5	-2	2	CCCCN(C(=O)c1cccs1)C1CCS(=O)(=O)C1 (configuration not stated)
9	-0.1	-2	-8	8	-9	-5	-8	-9	11	15	CCN(CC(=O)Nc1c(F)cccc1F)C(=O)C1CC1C (configuration not stated)
-39	-1.2	-102	4	-17	-82	10	-5	-121	-126	4	Clc1ccc2nc(CSc3nc4ccccc4o3)cn2c1
-41	-1.9	-78	-17	-20	-74	5	0	-140	-97	5	O=C(N[C@H]1CC1c1ccccc1)c1ccc([N+](=O)[O-])cc1 (some centres not stated)
27	-1.1	-11	1	8	-33	-8	-8	2	11	27	CC(C)(C)OC(=O)NCCCCCNC(=O)c1[nH]cnc1C(=O)Nc1ccc(Cl)cc1
-15	15*	-4	7	1	4	-15	8	22	-7	4	COc1cc2ccccc2cc1C(=O)OCc1nc2ccsc2c(=O)[nH]1
10	0.3	11	x	x	3	-2	5	15	15	2	CCCCN(C)c1c(C)nc2ccc(C(=O)N3CCN(C(C)=O)CC3)cn12
25	3.6	-1	-1	2	-3	-6	-2	-5	1	11	C=CCN1C(=O)C(Cc2ccc(F)cc2)S/C1=N/N=C/c1ccco1 (configuration not stated)

Shown as a markdown table: ten of the compounds above.
| molecule | COUP-TFII inh | MC4R ag barr | SRC3 inh | TLR9-MyD88 inh | EBV LMP1 NFkB | NCOA2 inhibitor | NOD2 RIPK2 PPI | ABHD5-PLIN5 inh | NR5A2 inv ag | SRC1 inh | MC4R antagonist |
| --- | --- | --- | --- | --- | --- | --- | --- | --- | --- | --- | --- |
| O=C(Cn1cnc2ccccc2c1=O)Nc1nnc(SCc2ccccc2)s1 | 2 | 3.6 | -11 | -6 | 5 | 0 | -13 | -12 | -19 | 2 | 18 |
| Cc1cc(C(=O)CN2C(=O)C(=O)N(Cc3ccccc3)C2=O)c(C)n1Cc1ccc(F)cc1 | -16 | -3.7 | -37 | 6 | -13 | -12 | -12 | -10 | 2 | -8 | -2 |
| CCCCN(C(=O)c1cccs1)C1CCS(=O)(=O)C1 (configuration not stated) | -2 | -3.1 | 1 | -6 | 2 | 14 | -5 | 2 | 5 | -2 | 2 |
| CCN(CC(=O)Nc1c(F)cccc1F)C(=O)C1CC1C (configuration not stated) | 9 | -0.1 | -2 | -8 | 8 | -9 | -5 | -8 | -9 | 11 | 15 |
| Clc1ccc2nc(CSc3nc4ccccc4o3)cn2c1 | -39 | -1.2 | -102 | 4 | -17 | -82 | 10 | -5 | -121 | -126 | 4 |
| O=C(N[C@H]1CC1c1ccccc1)c1ccc([N+](=O)[O-])cc1 (some centres not stated) | -41 | -1.9 | -78 | -17 | -20 | -74 | 5 | 0 | -140 | -97 | 5 |
| CC(C)(C)OC(=O)NCCCCCNC(=O)c1[nH]cnc1C(=O)Nc1ccc(Cl)cc1 | 27 | -1.1 | -11 | 1 | 8 | -33 | -8 | -8 | 2 | 11 | 27 |
| COc1cc2ccccc2cc1C(=O)OCc1nc2ccsc2c(=O)[nH]1 | -15 | 15* | -4 | 7 | 1 | 4 | -15 | 8 | 22 | -7 | 4 |
| CCCCN(C)c1c(C)nc2ccc(C(=O)N3CCN(C(C)=O)CC3)cn12 | 10 | 0.3 | 11 | x | x | 3 | -2 | 5 | 15 | 15 | 2 |
| C=CCN1C(=O)C(Cc2ccc(F)cc2)S/C1=N/N=C/c1ccco1 (configuration not stated) | 25 | 3.6 | -1 | -1 | 2 | -3 | -6 | -2 | -5 | 1 | 11 |

Continuation.
COUP-TFII inh	MC4R ag barr	SRC3 inh	TLR9-MyD88 inh	EBV LMP1 NFkB	NCOA2 inhibitor	NOD2 RIPK2 PPI	ABHD5-PLIN5 inh	NR5A2 inv ag	SRC1 inh	MC4R antagonist	Structure
7	0.5	-26	-8	-5	12	8	1	3	-3	11	CCCCCC(=O)N1C[C@@H](O)[C@H](n2cc(C3CC3)nn2)C[C@@H]1c1ccc(OC)cc1
-29	-2.1	-65	-1	-1	-49	2	-1	-84	-58	11	Cc1ccc(NC2Nc3cc(C)nn3S2)c(C)c1 (configuration not stated)
-24	5.2	-13	-6	-20	-42	-4	-4	-16	-21	0	Fc1ccc(CNc2nc3ccccc3n3nnnc23)cc1
-5	-1.3	8	-1	15	22	6	1	1	-2	1	COc1ccc(N(C)C(=O)c2cn(C)c(=O)c3cc(OC)c(OC)cc23)cc1
6	-2.7	-19	-7	0	1	3	1	-4	-59	10	OCC1(CCOc2ccccc2)CCN(CCCn2cccn2)CC1
-9	9.0*	2	-5	-5	-44	3	2	27	12	11	COc1ccccc1C(CCNCc1ccccc1)c1ccc(OC(C)C)cc1 (configuration not stated)
-9	-0.7	8	-14	4	5	-1	6	-30	-6	4	COC(=O)N1C(=O)[C@](c2ccc(OC)cc2)(C(C)C)N1C(=O)OC
-8	-0.7	2	x	-6	5	-11	4	-2	-31	14	Cc1ccc(/C=N\NC(=O)Cc2cccn2C)o1
2	0.3	9	0	-5	5	-4	3	-1	-2	2	CNc1c([N+](=O)[O-])cnn1-c1cccc(Cl)n1
-46	0.9	-87	-80	-12	-17	-4	1	-125	-84	-6	Nc1nc(Nc2ccccc2)nc2ccccc12
10	2.0	-3	18	-4	-2	15	-4	-6	-3	16	Cc1cccc(C)c1Nc1c(-c2ccc(N3CCOCC3)cc2)nc2ncccn12
-27	0.6	4	4	2	-19	-12	-8	21	-13	1	O=S(=O)(Nc1ccc(-n2cccc2)cc1)c1ccccc1
-5	0.0	2	-6	2	-21	0	14	-22	-2	7	COc1ccc(CCNC(=O)c2ccc3c(c2)S(=O)(=O)N=C2CCCCCN23)cc1
5	3.4	-4	-9	9	-21	-4	0	2	13	13	Cc1ccccc1NC(=O)Cc1nc(COC(=O)c2cc(Cl)ccc2O)cs1
-4	0.7	3	-7	3	-26	4	-6	2	-32	18	O=c1c2ccccc2nnn1CSc1nnc(COc2ccc(Cl)cc2)n1Cc1ccco1
-18	-0.8	-25	2	-40	-26	-1	7	-57	-32	14	O=C(Nc1nc2c(cc3c4c(cccc42)CC3)s1)c1ccccc1Cl
0	-0.6	4	-7	-1	-2	-4	-33	-7	-29	10	Cn1c(=O)c(-[n+]2ccccc2)c([O-])c2ccccc21
14	2.9	-4	4	-1	-2	-3	4	-23	13	-3	Cc1ccc(CN2CCN(C(=O)c3ccco3)CC2)cc1
-13	0.4	1	-4	0	20	-6	6	-9	-7	1	O=C(N[C@@H]1CCC(=O)N(CC[C@H](Sc2ccccc2)c2ccccc2)CC1)OCc1ccccc1
-3	-1.9	-26	-8	8	-21	4	0	20	-4	7	COc1ccc(NC(=O)CN(C)C(=O)c2c(C)nn(Cc3ccc(C)cc3)c2Cl)cc1
-31	0.0	-63	5	-11	-8	0	-4	-103	-48	14	COc1ccc(OCc2cc(C(=O)N3CCSCC3)no2)c(Cl)c1
3	-0.8	25	0	-4	2	6	-7	21	4	2	Cc1ccc(CSCC(=O)N(C)CC(=O)Nc2cccc(F)c2)cc1
3	-2.3	8	-6	22	0	2	-6	-12	-4	0	CCOc1ccc(C(=O)CCC(=O)Nc2ccncc2)cc1
-9	-0.4	-30	1	-23	-14	-12	-2	-18	-4	12	CC1CCC(NC(=O)CCC(=O)N2CC(C)Oc3ccccc32)CC1 (configuration not stated)
6	0.9	-4	2	-1	0	-2	5	-5	-11	2	CCN(C(=O)c1ccncc1)c1c(N)n(Cc2ccccc2)c(=O)[nH]c1=O
19	0.6	7	12	-8	-21	19	1	-3	-7	7	CCSc1nnc(NC(=O)c2cccc(OCc3c(C)noc3C)c2)s1
3	-1.3	-28	-4	-1	17	0	0	-6	4	4	CCOC(=O)CC1C(=O)NCCN1C(=O)c1cccc(OC)c1 (configuration not stated)
16	-0.5	12	0	-11	19	-6	0	0	-1	3	CC(C1CC1)N(C(=O)c1ccccc1[N+](=O)[O-])c1ccccc1 (configuration not stated)
8	2.7	13	-7	-11	-6	-16	11	-1	-3	12	Cc1ccc(NC(=O)CSc2n[nH]c(-c3ccncc3)n2)cc1C
9	-0.6	-36	-11	-28	-14	2	-2	-7	-11	12	Fc1ccc(/C=N/Nc2cc(N3CCOCC3)ncn2)cc1
7	-1.5	-26	-5	5	8	-3	2	3	-3	-4	O=C(OCC(=O)c1ccc[nH]1)c1cncc(Br)c1
11	2.2	-7	-5	-5	-5	-9	2	-7	-12	0	O=C(CCN1c2ccccc2Sc2ccccc21)Nc1ccccc1
-1	-5.0	5	5	-7	-20	-11	-9	8	3	-3	Cn1nnc(NC(=S)NC(=O)c2cccc3c(Cl)cccc23)n1
-10	0.5	-24	4	-23	-8	-9	-5	2	-19	23	COc1ccc(C(c2nnnn2C(C)(C)C)N2CCN(c3nc4ccccc4s3)CC2)cc1OC (configuration not stated)

Screening data from PubChem.

The list is partial. The share of hits here may be higher or lower than overall.
